# ANO1 block – mouse TMEM16A channel inhibition, primary screen; AID 588511; 310,000 compounds, 1.2% hits; HEK293 TMEM16A/YFP iodide influx fluorescence, ionomycin; normalized B-score (activity score, 25-100; higher = stronger inhibition) at 10 µM;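 active = ratio plate-corrected score three or more library SD toward inhibition, starting fluorescence score within five deviations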;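 also: score derived from kinetic fluorescence span divided by baseline fluorescence per well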
# Target sequence (Q8BHY3 whole entry, looked up): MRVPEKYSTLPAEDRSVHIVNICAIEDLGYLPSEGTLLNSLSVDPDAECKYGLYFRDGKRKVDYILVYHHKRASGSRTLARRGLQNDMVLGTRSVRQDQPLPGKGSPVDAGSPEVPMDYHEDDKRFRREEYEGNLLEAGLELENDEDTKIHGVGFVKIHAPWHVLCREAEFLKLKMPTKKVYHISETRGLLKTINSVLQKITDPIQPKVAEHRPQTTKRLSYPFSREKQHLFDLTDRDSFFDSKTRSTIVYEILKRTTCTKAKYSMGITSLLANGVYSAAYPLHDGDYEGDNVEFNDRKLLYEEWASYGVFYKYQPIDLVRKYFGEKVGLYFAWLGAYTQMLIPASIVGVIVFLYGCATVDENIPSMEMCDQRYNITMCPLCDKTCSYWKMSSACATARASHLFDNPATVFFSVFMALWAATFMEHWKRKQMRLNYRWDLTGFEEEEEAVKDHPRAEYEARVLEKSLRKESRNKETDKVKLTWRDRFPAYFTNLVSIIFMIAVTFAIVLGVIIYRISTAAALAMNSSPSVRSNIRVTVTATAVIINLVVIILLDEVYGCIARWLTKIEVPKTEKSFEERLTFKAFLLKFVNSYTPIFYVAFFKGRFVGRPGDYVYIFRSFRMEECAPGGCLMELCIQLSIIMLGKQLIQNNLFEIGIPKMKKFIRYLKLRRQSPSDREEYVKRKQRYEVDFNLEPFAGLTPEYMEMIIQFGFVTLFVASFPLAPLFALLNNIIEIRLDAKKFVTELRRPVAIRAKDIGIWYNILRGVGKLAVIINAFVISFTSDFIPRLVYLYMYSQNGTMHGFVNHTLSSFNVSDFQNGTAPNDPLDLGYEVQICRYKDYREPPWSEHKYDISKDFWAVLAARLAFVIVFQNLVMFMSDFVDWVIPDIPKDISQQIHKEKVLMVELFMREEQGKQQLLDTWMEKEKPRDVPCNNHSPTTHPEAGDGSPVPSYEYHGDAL
# ANO1 activ – activators or potentiators of mouse TMEM16A chloride channel. Q8BHY3. HEK293 TMEM16A/YFP-H148Q/I152L, iodide quench fluorescence; active compounds read low. B-score at 10 µM. 340,000 compounds, 0.3% hits;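 active = fluorescence-ratio B-score plate-corrected deviation score at least 3 library SD below zero, with starting fluorescence score within 5 deviations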;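 also: channel opened by trigger with iodide after compound preincubation; score built on the fluorescence ratio of max minus min over baseline; more negative score means more quench and so TMEM16A activation or potentiation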
# HDAC3 inhib – human HDAC3 inhibition; 320,000 compounds, 0.15% hits; O15379; inhibition, % at 8.3 µM; recombinant HDAC3, fluorogenic peptide/trypsin coupled, fluorescence; AID 2718; in the data active = inhibition above about 26%, passing the limit was not always enough; inconclusive = no clear call, values can overlap the other calls
# MrgX1 allo act – human MrgX1 positive allosteric modulation, primary screen; MrgX1-HEK293, Fluo-4 calcium flux, FDSS; active compounds read high; 310,000 compounds, 0.63% hits; AID 588675; B-score at 10 µM;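 active = plate-corrected calcium response at least 3 library SD above typical, normal starting fluorescence, not activating the receptor alone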;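 also: compound read alongside a low EC10 to EC30 dose of BAM8-22 agonist; peak minus trough fluorescence over baseline measured at the second addition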
# RGS4 block – inhibitors of human RGS4 | AID 463165 | HEK293 M3R/RGS4 inducible, Fluo-4 calcium flux; active compounds read high; triggered by carbachol at its EC20 | 310,000 compounds, 0.45% hits | P49798 | B-score at 10 µM;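 active = B-score, a plate-corrected calcium signal, over three deviations above library mean, with baseline fluorescence within five deviations of library mean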;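 also: RGS4 expression induced by doxycycline in cells with stable M3 receptor; B-score is computed from the integrated fluorescence ratio over baseline after carbachol; higher B-score means a larger calcium signal and so more RGS4 inhibition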
# TRPC6 act – mouse TRPC6 channel activation; Q61143; HEK293-TRPC6 membrane potential dye fluorescence; active compounds read high; B-score at 10 µM; 310,000 compounds, 0.13% hits; AID 2550;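 active = B-score of the integrated fluorescence ratio above library mean plus 3 SD, and starting fluorescence ratio within library mean plus 5 SD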;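 also: higher score means more depolarization so channel activation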
# RGS4 act – RGS4 potentiation or activation. HEK293 M3R/inducible RGS4, carbachol calcium flux Fluo4; active compounds read low. B-score at 10 µM. 310,000 compounds, 0.92% hits. AID 463111;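 active = B-score of the integrated calcium signal more than 4 SD below the library mean, with starting fluorescence not abnormally high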;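 also: negative B-score means reduced calcium response which marks RGS4 activation or potentiation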
#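 test system = HEK293 cells with stable M3R and inducible RGS4 | schedule = recording 10 s baseline at 1 Hz, 100 s post-agonist | technique = Fluo4-AM (2 µM) calcium-flux fluorescence, kinetic read | measure = Agonist-evoked peak-minus-minimum fluorescence over baseline, integrated ratio, B score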
# SKKanGAS inh – blocks kanamycin growth of S. pyogenes SKKanGAS strain | BacTiter-Glo, 6 h | inhibition, % at 7.5 µM | 300,000 compounds, 1.3% hits | AID 1662;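 active = mean replicate score, as percent of positive control median, at least 50; inconclusive = mean below 50 but one replicate at or above 50; inactive = mean and every replicate below 50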;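 also: strain carries kanamycin resistance gene driven by streptokinase promoter and grows in 40 µg/ml kanamycin; loss of luminescence reflects streptokinase promoter inhibition or plain growth inhibition; 0% = median of DMSO wells and 100% = positive control at its reference dose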
# MrgX1 ag – activates human MrgX1 receptor signaling | Q96LB2 | MrgX1-HEK293 cells, Fluo-4 calcium fluorescence, agonist mode; active compounds read high | B-score at 10 µM | 310,000 compounds, 0.44% hits | AID 588627;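 active = calcium response B-score plate-corrected fluorescence ratio at least 3 library SD, with starting fluorescence B-score inside 5 SD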
#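 times = overnight plating, then 30 min 37 °C plus 30 min room-temperature dye loading | assay system = stable human MrgX1 HEK293 cell line | input = fifteen thousand cells per well | signal = kinetic calcium dye fluorescence, Fluo-4 NW | dosing = compound delivered in addition one of three | read-out = B-scored fluorescence response ratio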
# MrgX1 antagonist – human MrgX1 receptor antagonism, primary screen; Q96LB2; 310,000 compounds, 1.3% hits; MRGX1-HEK293 calcium flux, Fluo-4, BAM8-22 antagonism; active compounds read low; B-score at 10 µM;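 active = calcium-response B-score plate-corrected more than 3 library SD below zero, starting fluorescence within 5 deviations, no agonist response on first addition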;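 also: peak minus trough fluorescence over baseline after final BAM8-22 challenge near maximal dose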
# TRPC6 inh – inhibitors of mouse TRPC6 channel. B-score at 10 µM. HEK293-TRPC6, membrane potential dye, ACh-evoked depolarization; active compounds read low. AID 2553. 310,000 compounds, 1.1% hits. Q61143;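 active = B-score under library mean minus 3 SD, initial fluorescence not abnormally high, positive integrated signal ratio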;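 also: B-score derived from integrated fluorescence ratio over the kinetic read; more negative B-score means stronger inhibition of depolarization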
# The depositor's hits bear a star; i = inactive; u = inconclusive; x = not tested or not shown.
SMILES,ANO1 block,ANO1 activ,HDAC3 inhib,MrgX1 allo act,RGS4 block,TRPC6 act,RGS4 act,SKKanGAS inh,MrgX1 ag,MrgX1 antagonist,TRPC6 inh
COc1ccc(S(=O)(=O)NCC(=O)N(CC(=O)NCC2CCCO2)c2ccccc2C)cc1 (stereo not drawn),i,i,-1,i,i,i,i,-5,i,i,i
CC1=NN(c2nc(-c3ccccc3)cs2)C(=O)C1,i,i,1,i,i,i,i,66*,i,i,i
COc1ccc(/C=C/C(=O)NCc2cnn(C)c2C)cc1COc1ccc(Br)cc1,i,i,-1,i,i,i,i,18,i,i,i
O=C(Nc1nc2ccccc2[nH]1)c1cccc(Cl)c1,i,i,4,i,i,i,i,64*,i,i,i
CCOc1ccccc1CN1CCN(CC2=Cc3cc(OC)ccc3OC2)CC1CCO (stereo not drawn),i,i,0,i,i,i,i,8,i,i,i
Cc1ccc(N=Nc2ccc(O)cc2)c(Br)c1,i,i,2,i,i,i,i,7,i,i,i
Cc1onc(-c2c(F)cccc2Cl)c1C(=O)N(C)C1CCCCC1,i,i,-4,i,i,i,i,-3,i,i,i
CCCCn1c(N(CCOC(C)=O)C(C)=O)nc2ccccc21,i,i,-9,i,i,i,i,-7,i,i,i
COC(=O)C1=C(C)C(c2ccc(OC)cc2OC)NC(=O)N1 (stereo not drawn),i,i,-3,i,i,i,i,-2,i,i,i
Cc1cc(NC(=O)CSCC(=O)NCc2cccc(C(F)(F)F)c2)no1,i,i,2,i,i,i,i,-4,i,i,i
CCC(C)NC(=O)CSc1ccc(NC(C)=O)cc1 (stereo not drawn),i,i,-2,i,i,i,i,4,i,i,i
COc1ccc(OCCSc2nnc(Cc3cccc4ccccc34)n2N)cc1,i,i,-4,i,i,i,i,-16,i,i,i
O=[N+]([O-])c1ccc(N2CCN(c3ccccc3F)CC2)c(S(=O)(=O)N2CCOCC2)c1,i,i,13,i,i,i,i,1,i,i,i
CC1CCN(C(=O)CCCOc2cc(=O)n(C)c3ccccc23)CC1,i,i,11,i,i,i,i,9,i,i,i
COc1ccc(NC(=O)CC(C)(C)C)c([N+](=O)[O-])c1,i,i,-6,i,i,i,i,-2,i,i,i
c1ccc(-c2nc3c4ccccc4ccn3c2CN2CCCCC2)cc1,i,i,-5,i,i,i,i,x,i,i,i
CCN(CC)C(=O)Cn1cc(S(=O)(=O)CC(=O)Nc2ccccc2F)c2ccccc21,i,i,3,i,i,i,i,-1,i,i,i
CCCCNC(=O)CN1C(=O)COc2ccc(S(=O)(=O)N3CCCCCC3)cc21,i,i,0,i,i,i,i,3,i,i,i
CN1CCN(c2ccc(NC(=O)c3cccc(OCc4ccccc4)c3)cc2)CC1,i,i,5,i,i,i,i,-3,i,i,i
CCCNC(=O)c1ccc(COc2ccc(Cl)cc2)o1,i,i,4,i,i,i,i,-3,i,i,i
Cc1ccc(S(=O)(=O)Oc2ccc(C3C4=C(CCCC4=O)OC4=C3C(=O)CCC4)cc2)cc1,i,i,u,i,i,i,i,4,i,i,i
CCCCn1nnc(N(C(=O)c2cccs2)C(=O)c2cccs2)n1,x,i,x,x,i,i,i,3,x,x,i
COc1ccccc1NC(=O)COc1ccc(Br)cc1CNCCCN1CCOCC1,i,i,-1,i,i,i,i,19,i,i,i
O=C(CSc1nnc(COc2cccc3cccnc23)o1)N1CCc2ccccc21,i,i,-13,i,i,i,i,2,i,i,i
Cc1ccnc(NS(=O)(=O)c2ccc(NS(=O)(=O)c3cc(Cl)ccc3Cl)cc2)n1,i,-29*,3,i,i,i,i,19,i,i,i
O=C1C(=O)N(CCN2CCOCC2)C(c2cccnc2)/C1=C(/O)c1ccc(Cl)cc1 (stereo not drawn),i,i,5,i,i,i,i,-5,i,i,i
CC(=O)Nc1ccc(C(=O)N(C)c2ccccc2)cc1,i,i,2,i,i,i,i,-1,i,i,i
CC(C)(C)n1nnnc1C(c1ccncc1)N(Cc1ccccc1)Cc1ccco1 (stereo not drawn),i,i,3,i,i,i,i,26,i,i,i
CC1(C)CC(=O)C(N=Nc2cccc([N+](=O)[O-])c2)=C(O)C1,i,i,3,i,i,i,i,2,i,i,i
CCOC(=O)N1CCC(N2C(=O)c3ccc(C(=O)NCc4ccco4)cc3C2=O)CC1,i,i,x,i,i,i,i,0,i,i,i
Cc1cc(Cl)ccc1OCCCC(=O)NCCN1C(=O)S/C(=C\c2cccnc2)C1=O,i,i,2,i,i,i,i,0,i,i,i
CC(C)C(NS(=O)(=O)c1ccccc1)C(=O)NC1CCCC1 (stereo not drawn),i,i,-5,i,i,i,i,5,i,i,i
O=C(CNC(=O)c1ccccc1)NCC(=O)OCC(=O)c1ccc(F)cc1,i,i,2,i,i,i,i,6,i,-4.8*,i
COc1cc(/C=C/C(=O)O)ccc1S(=O)(=O)N1CCCc2ccccc21,i,i,2,i,i,i,i,0,i,i,i
NCCNc1ccc([N+](=O)[O-])c(NC2CC2)c1,i,i,0,i,i,i,i,-5,i,i,i
Cc1cc(C)c2nc(-c3ccccn3)cc(C(=O)NCc3ccc(S(N)(=O)=O)cc3)c2c1,i,i,-1,i,i,i,i,-20,i,i,i
O=C(O)CCCC(=O)N1N=C(c2ccccc2)CC1c1ccc2nccnc2c1 (stereo not drawn),i,i,1,i,i,i,i,5,i,i,i
COc1ccc(NC(=O)CSCc2cc(=O)n3nc(C4CC4)sc3n2)cc1,i,i,2,i,i,i,i,-3,i,i,i
CN(C(=O)COC(=O)CN1C(=O)c2ccccc2C1=O)c1c(N)n(Cc2ccccc2)c(=O)[nH]c1=O,i,i,3,i,i,i,i,-5,i,i,i
CC(C)(CO)NS(=O)(=O)c1ccc2c(c1)C(=O)c1cc(S(=O)(=O)NC(C)(C)CO)ccc1-2,i,i,7,i,i,i,i,-9,i,i,i
CNc1nc(C23CC4CC(CC(C4)C2)C3)cs1,i,i,-2,i,i,i,i,-7,i,i,i
O=C(Nc1sccc1C(=O)N1CCOCC1)c1cccnc1,i,i,-2,i,i,i,i,2,i,i,i
Cc1onc(-c2ccccc2Cl)c1C(=O)N(C)CC(=O)Nc1ccc(F)c(F)c1F,i,i,-1,i,i,i,i,-1,i,i,i
O=S(=O)(Oc1ccccc1)c1cccnc1,i,i,-2,i,i,i,i,-3,i,i,i
Cc1cnc(C(=O)Nc2ccc(N3CCCCC3)cc2)cn1,i,i,4,i,i,i,i,0,i,i,i
CCC1=NN(C(=O)Cc2ccccc2)C(O)(c2ccncc2)C1 (stereo not drawn),i,i,-1,i,i,i,i,-9,i,i,i
COc1cc(/C=N/OCC(=O)NC2CCCCC2C)ccc1OCc1ccc(Cl)cc1 (stereo not drawn),i,i,-6,i,i,i,i,0,i,i,i
Nc1ccc(C(=O)c2ccccc2C(=O)O)cc1Cl,i,i,-9,i,i,i,i,-3,i,i,i
O=C(Cc1ccccc1)NCCSCc1ccco1,i,i,5,i,i,i,i,7,i,i,i
Cc1nc(N[C@@H](Cc2ccccc2)C(=O)O)c2oc3ccccc3c2n1,i,i,0,i,i,i,i,5,i,i,i
O=C(NCc1ccco1)C1(c2ccc(Br)cc2)CCCC1,i,i,0,i,i,i,i,-1,i,i,i
O=C(c1cc(O)c(O)c([N+](=O)[O-])c1)c1ccccc1F,i,i,-4,i,x,x,x,x,i,i,x
O=C(c1c[nH]c(=O)n(-c2ccccc2)c1=O)N1CCc2ccccc21,i,i,1,i,i,i,i,2,i,i,i
O=C(NCc1cccc(C(F)(F)F)c1)c1ccc(=O)[nH]c1,i,i,3,i,i,i,i,-7,i,i,i
O=C(NCCCCCCNC(=O)c1ccccc1O)c1ccccc1O,i,i,1,i,i,i,i,-8,i,i,i
CC(=O)Nc1ccc(NCN2C(=O)C3C4CCC(C4)C3C2=O)cc1 (stereo not drawn),i,i,-2,i,i,i,i,2,i,i,i
O=C(CC1C(=O)N(c2ccc(F)cc2)C(=O)N1Cc1ccccn1)Nc1ccccc1 (stereo not drawn),i,i,-5,i,i,i,i,0,i,i,i
COc1ccc(NC(=O)c2oc3ccccc3c2NC(=O)C2CC2)cc1,i,i,-6,i,i,i,i,-4,i,i,i
CCOC(=O)C1=NN(C(=O)c2cccc(Br)c2)C(O)(C(C)(C)C)C1 (stereo not drawn),i,x,6,i,i,i,i,90*,96*,i,i
O=C(CCCc1nc(-c2ccccc2Cl)no1)NC1CCCC1,i,i,x,i,i,i,i,-8,i,i,i

# The list continues:
SMILES,ANO1 block,ANO1 activ,HDAC3 inhib,MrgX1 allo act,RGS4 block,TRPC6 act,RGS4 act,SKKanGAS inh,MrgX1 ag,MrgX1 antagonist,TRPC6 inh
COc1ccc(N(CC(=O)N/N=C/c2ccc(C(=O)O)cc2)S(=O)(=O)c2ccc(NC(C)=O)cc2)cc1,i,i,3,i,i,i,i,-1,i,i,i
O=C(CSc1nnc(-c2ccccc2)c(-c2ccccc2)n1)NCc1ccco1,i,i,-5,i,i,i,i,-6,i,i,i
COc1cc(S(=O)(=O)n2ccc(C)n2)c(OC)cc1Cl,i,i,1,i,i,i,i,6,i,i,i
CCN(CC)CCN1C(=O)C(=O)/C(=C(/O)c2c(C)[nH]c(C(=O)OC)c2C)C1c1ccc(C)o1 (stereo not drawn),i,i,0,i,i,i,i,6,i,i,i
O=C(COC(=O)[C@@H]1CCCN1S(=O)(=O)c1ccc(Cl)cc1)NC1CCS(=O)(=O)C1 (stereo partly drawn),i,i,-2,i,i,i,i,-12,i,i,i
COc1ccccc1CNC(=O)C(C)NS(=O)(=O)c1ccccc1 (stereo not drawn),i,i,1,i,i,i,i,-7,i,i,i
O=S(Cc1ccc(Cl)cc1)CC(O)COCc1ccc(Cl)cc1 (stereo not drawn),i,i,1,i,i,i,i,-6,i,i,i
O=C(COC(=O)CNC(=O)c1ccco1)Nc1ccccc1OC(F)F,i,i,-1,i,i,i,i,-5,i,i,i

# Some entries already given, limited to MrgX1 ag, SKKanGAS inh and MrgX1 antagonist:
molecule	MrgX1 ag	SKKanGAS inh	MrgX1 antagonist
COc1ccccc1CNC(=O)C(C)NS(=O)(=O)c1ccccc1 (stereo not drawn)	i	-7	i
COc1cc(S(=O)(=O)n2ccc(C)n2)c(OC)cc1Cl	i	6	i

# High-throughput results deposited in PubChem by several laboratories.
